# RmlCD inh 1536: inhibitors of Mycobacterium tuberculosis RmlC and RmlD coupled enzymes; AID 1533; P9WH09+P9WH11; RmlC+RmlD coupled enzyme assay, percent inhibition; primary screen in compound mixtures; inhibition, % at 3.6 µM; actives 0.03% (n = 160,000); in the data active means inhibition mostly above about 34%, no sharp cut-off; inconclusive means no clear call, values can overlap the other calls; inactive means mostly below about 22%; further: some results filed as inactive read as strong as hits
# Target sequence (P9WH09 whole entry, looked up): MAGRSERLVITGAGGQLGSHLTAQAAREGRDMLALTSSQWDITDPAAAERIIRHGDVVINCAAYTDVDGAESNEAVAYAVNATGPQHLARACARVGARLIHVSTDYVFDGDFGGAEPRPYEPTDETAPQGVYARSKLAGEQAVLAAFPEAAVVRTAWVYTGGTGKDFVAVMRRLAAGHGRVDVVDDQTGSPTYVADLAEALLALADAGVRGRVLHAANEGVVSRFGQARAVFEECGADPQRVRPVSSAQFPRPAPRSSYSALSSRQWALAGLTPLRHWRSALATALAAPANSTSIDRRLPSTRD
# Target sequence (P9WH11 whole entry, looked up): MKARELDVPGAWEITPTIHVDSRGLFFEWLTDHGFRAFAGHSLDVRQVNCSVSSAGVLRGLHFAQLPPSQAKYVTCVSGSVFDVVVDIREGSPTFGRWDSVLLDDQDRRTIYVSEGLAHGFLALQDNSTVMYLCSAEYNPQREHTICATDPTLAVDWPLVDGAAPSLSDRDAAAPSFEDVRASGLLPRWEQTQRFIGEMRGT
# M. tuberculosis GlmU: inhibition of mycobacterial GlmU enzyme – biochemical, glucosamine-1-phosphate acetyltransferase (AID 1376); M. tuberculosis GlmU acetyltransferase enzyme assay; higher % means a stronger effect; one-dose inhibition, %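 (tested at 30 µM in the primary screen)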; IC50 in µM for titrated hits; actives 0.25% (n = 220,000); in the data active means inhibition above about 13%; inconclusive means no clear call, values can overlap the other calls;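 further: 0% = complete reaction with vehicle and 100% = reaction without substrate; strong numbers were not always called active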
# * marks the source's active call; other numbers are inactive results; ? = inconclusive; nt = no result given. A portion of the library. The share of hits here may be higher or lower than overall.
SMILES,RmlCD inh 1536,M. tuberculosis GlmU
CS(=O)(=O)N1N=C(c2ccc3nccnc3c2)CC1c1ccccc1 (stereo not given),-2.4,1.7%
COC(=O)c1cc(-c2ccc(C)cc2)n[nH]1,9.6,-3.6%
[O-]C1=N/[N+](=C/c2ccccc2Cl)CC1,5.0,2.1%
O=C(CN1CCN(c2ccccc2F)CC1)c1c[nH]c2ccc(F)cc12,10.5,0.6%
Cc1ccsc1C(=O)c1sccc1C,8.4,-5.7%
O=C(NCc1ccncc1)c1ccc(N2CCCC2)c([N+](=O)[O-])c1,8.9,8.5%
O=C(O)C1C2CCC(O2)C1C(=O)NCCC1=CCCCC1 (stereo not given),-9.3,-1.2%
C=C(Br)Cn1cnc2ccccc21,4.5,4.0%
CC(C)Sc1n[nH]c(=O)n1-c1cccc(C(F)(F)F)c1,6.3,3.1%
CCOC(=O)C[C@H]1c2ccc(C(F)(F)F)cc2S(=O)(=O)N1c1cccc(OC)c1,nt,-0.1%

# Brought forward from above: 2 entries, followed by the next part.
SMILES,RmlCD inh 1536,M. tuberculosis GlmU
CC(C)Sc1n[nH]c(=O)n1-c1cccc(C(F)(F)F)c1,6.3,3.1%
CCOC(=O)C[C@H]1c2ccc(C(F)(F)F)cc2S(=O)(=O)N1c1cccc(OC)c1,nt,-0.1%
CC(C)=CCC(C)(C)C1OCCN1C(=O)c1ccccc1 (stereo not given),nt,-3.2%
C=CCN1C(=O)C(Cc2ccccc2)S/C1=N/N=C/c1cccs1 (stereo not given),7.7,0.6%
CCC(CC)NC(=O)CO/N=C/c1ccccc1OC(F)F,13.7,-0.8%
COc1ccccc1NC(=O)COc1ccc(Br)cc1CNC1CCCC1,7.8,-3.9%
CCC1CC(CSC(=N)N)OC1=O (stereo not given),0.5,2.9%
O=c1[nH]c2ccc(S(=O)(=O)N3CCC(Cc4ccccc4)CC3)cc2o1,4.5,1.1%
Cc1sc2ncn(CC(=O)Nc3c(F)cccc3F)c(=O)c2c1S(=O)(=O)N1CCC(C)CC1,-6.3,2.7%
COC(=O)c1ccccc1NC(=O)CSCC(=O)Nc1ccccc1OC,?,11.6%
CN(C)S(=O)(=O)N1CCN(S(=O)(=O)c2ccc(F)cc2)CC1,34.6,0.0%
CCc1nc2scc(-c3ccc(C)cc3)c2c(=O)n1N,nt,-4.4%
CCCNC(=O)C1=C(C)C(=O)OC12CCC(C)CC2 (stereo not given),nt,1.7%
Cc1ccc(-c2n[nH]c3c2CCC3)cc1,nt,4.1%
CCN(CC)c1nc2c(C)cccn2c(=O)c1C=C1C(=O)NC(=O)NC1=O,-11.9,7.4%
CCCCN(CCCC)S(=O)(=O)c1c(C)[nH]c(=O)[nH]c1=O,0.4,3.4%
NC(=O)CSc1ncc(-c2ccccc2)[nH]1,nt,-6.5%
O=C1CCc2cc(S(=O)(=O)NC(C(=O)N3CCN(c4ccccn4)CC3)c3ccccc3)ccc2N1 (stereo not given),-5.4,-5.0%
Cc1nc(SCc2ccc(O)c([N+](=O)[O-])c2)n[nH]1,nt,0.2%
COc1ccc(C2C(=O)c3ccccc3C2=O)cc1,nt,4.7%
COc1ccc(NC(=S)NCCCn2ccnc2)cc1,nt,-4.0%
N#Cc1c(SCc2ccccc2)nc(N2CCOCC2)c2c1CCCC2,nt,6.9%
OC12CCCCC1C(c1ccc3c(c1)OCO3)N(Cc1ccccc1F)CC2 (stereo not given),-7.6,nt
Cc1cc(NC(=O)c2ccc(-c3ccc(F)c(Cl)c3)o2)no1,7.7,-4.1%
C=CCN1/C(=C(\C#N)C2=NS(=O)(=O)c3ccccc32)N(C)c2ccccc21,-1.4,2.8%
Oc1ccc(/C=N/NC(=S)NCC2CCCO2)cc1 (stereo not given),7.6,2.1%
CCCCC(=O)Nc1ccc(C(=O)NN2C(=O)c3ccccc3C2=O)cc1,-5.2,2.4%
CC(C)Cn1c2nc3ccccc3nc2c2c(=O)n(CCN3CCOCC3)cnc21,-6.1,-7.5%
O=S(=O)(CC(CN1CCCCC1)N1CCCCC1)c1ccc2ccccc2c1 (stereo not given),-10.1,0.3%
O=C(CSc1nc2ccccc2c(=O)n1-c1ccccc1)N/N=C/C=C/c1ccccc1[N+](=O)[O-],-7.9,-7.0%
Cc1c(C(=O)O)nn(-c2ccccc2)c(=O)c1C#N,nt,3.4%
CCOc1ccc(Cl)cc1S(=O)(=O)n1cnc2cc(C)c(C)cc21,1.3,-0.2%
O=C(CSc1nc2ccccc2c(=O)n1-c1ccccc1)N1CCN(CCO)CC1,nt,3.2%
CCN(CC)CCNc1nc(-c2ccccc2)c2c(c1C#N)CC(C)(C)OC2,nt,0.4%
COc1ccc(S(=O)(=O)N(C)C)cc1NC(=O)Cc1cccs1,-10.4,3.6%
COCCN1Cc2cccc(C(=O)NCC3CCN(CC(C)C)C3)c2C1=O (stereo not given),13.3,-4.5%
Cc1ccc(-c2nn(CC(=O)NCC3CCCO3)c(=O)c3ccccc23)cc1 (stereo not given),nt,-4.9%
COc1ccc(NC(=O)CSc2nc(N)c3cc4c(nc3n2)CCCC4)cc1,-4.5,-3.3%
CCOC(=O)N1CC=C2C(C#N)=C(N)C(C#N)(C#N)[C@H](c3ccc(OC(C)C)c(OCC)c3)[C@H]2C1,8.2,0.7%
CCOC(=O)C1CCN(C(=O)c2c(-c3c(F)cccc3Cl)noc2C)CC1,-9.5,7.5%
CC1(c2ccncc2)Nc2ccccc2-c2nc3ccccc3n21 (stereo not given),-3.0,2.9%
COc1ccc(C2=NOC(CN3C(=O)c4ccccc4S3(=O)=O)C2)cc1 (stereo not given),8.5,-1.3%
Cc1cc(N2CCN(c3ccccc3)CC2)nc(-c2ccccc2O)n1,nt,2.2%
CCn1c(=NC(=O)CSC(C)=O)sc2cc(OC)ccc21,-7.7,2.0%
CSc1nc2oc3c(c2c2nncn12)CC(C)(C)SC3,12.1,-3.6%
CCSc1cc(N2CCOCC2)nc(-c2ccc(Cl)cc2)n1,-9.9,6.2%
Cc1cc(C(=O)NCc2cccs2)nn1C,nt,0.8%
O=C(NCc1ccccc1)N1CCOCC1,nt,-3.5%
c1ccc(OCCSc2nc3ccccc3o2)cc1,12.3,-0.7%
COC(=O)c1ccccc1NC(=O)c1ccc(COc2ccc3c(c2)CCC3)cc1,4.3,1.7%
Cc1cc2[nH]ncc2cc1NC(=S)NC(=O)c1ccccc1,1.2,4.0%
CC1=CCC(C(=O)O)C(C(=O)Nc2ccc(-c3nc4ccc(C)cc4s3)cc2)C1 (stereo not given),-9.1,12.6%
# (more compounds)
SMILES,RmlCD inh 1536,M. tuberculosis GlmU
CCOC(=O)N1CCN(c2ccc(O)cc2)CC1,-10.0,-1.8%
O=c1[nH]c2cccnc2n1-c1ccc([N+](=O)[O-])cc1,-3.1,-1.4%
COC(=O)C1=C(C)NC(=O)NC1/C=C/c1ccccc1 (stereo not given),7.9,-3.0%
CN(C)S(=O)(=O)c1cccc(-c2nn(-c3ccccc3)cc2/C=C(/C#N)C(=O)NCc2ccco2)c1,-8.0,3.0%
NC(=O)CC(NC(=O)Cc1ccc(Br)cc1)c1ccc(N2CCC(Br)CC2)c([N+](=O)[O-])c1 (stereo not given),nt,3.5%
Brc1ccc2ncnc(NCc3ccco3)c2c1,nt,-8.1%
COc1ccc(C2NN=C(c3ccc(C)cc3)S2)cc1OC (stereo not given),28.4,-4.7%
Cc1ccc(S(=O)(=O)N(CC(=O)NN=C2CCN(C)CC2)c2ccc(F)cc2)cc1,-8.5,3.5%
N#C/C(=C1/CCCN1)c1ccccn1,-16.3,2.9%
CC(C)C(=O)N(c1ccc2oc(=O)sc2c1)S(=O)(=O)c1ccccc1,8.7,-3.5%
COc1ccc(/C=N/NC(=O)c2sc(C)nc2C)cc1,-4.7,1.9%
CCCCCc1c(O)nc(SCCN2CCOCC2)[nH]c1=O,7.6,5.9%
Cc1cc(C(=O)O)ccc1N/C=C1\CCCC(C)C1=O (stereo not given),4.1,3.3%
O=C(C1CCCN(S(=O)(=O)c2cccs2)C1)N1CCN(C2CCCCC2)CC1 (stereo not given),7.9,-0.2%
COc1cc(-c2nnc(Sc3ccc(C(F)(F)F)cc3[N+](=O)[O-])o2)cc(OC)c1OC,nt,3.0%
CN(C)S(=O)(=O)Oc1ccsc1C(=O)Nc1ccc(Br)cc1,-5.5,3.1%
CCc1ccc(NC(=O)C2CCN(S(C)(=O)=O)CC2)cc1,29.0,-0.8%
CCN1C(=O)N(C)C(N(O)C(=O)NC)C1(C)C (stereo not given),6.8,-3.6%
C=C(C)CN(CC)C(=O)CC1C(=O)NCCN1C (stereo not given),-8.0,3.0%
CCCCCCN(C(=O)CCCCCN1C(=O)NC(c2ccc(C3CCCCC3)cc2)C(C(=O)OCc2ccccc2)=C1C)C(C(=O)NCCCC)c1ccc(OCC(=O)OC)c(C(=O)OC)c1 (stereo not given),3.7,0.5%

# By substructure: the compounds so far with a cyano group.
SMILES,RmlCD inh 1536,M. tuberculosis GlmU
N#Cc1c(SCc2ccccc2)nc(N2CCOCC2)c2c1CCCC2,nt,6.9%
C=CCN1/C(=C(\C#N)C2=NS(=O)(=O)c3ccccc32)N(C)c2ccccc21,-1.4,2.8%
Cc1c(C(=O)O)nn(-c2ccccc2)c(=O)c1C#N,nt,3.4%
CCN(CC)CCNc1nc(-c2ccccc2)c2c(c1C#N)CC(C)(C)OC2,nt,0.4%
CCOC(=O)N1CC=C2C(C#N)=C(N)C(C#N)(C#N)[C@H](c3ccc(OC(C)C)c(OCC)c3)[C@H]2C1,8.2,0.7%
CN(C)S(=O)(=O)c1cccc(-c2nn(-c3ccccc3)cc2/C=C(/C#N)C(=O)NCc2ccco2)c1,-8.0,3.0%
N#C/C(=C1/CCCN1)c1ccccn1,-16.3,2.9%

# Two records picked at random from the list so far, as already listed:
SMILES,RmlCD inh 1536,M. tuberculosis GlmU
Cc1cc(C(=O)O)ccc1N/C=C1\CCCC(C)C1=O (stereo not given),4.1,3.3%
CN(C)S(=O)(=O)Oc1ccsc1C(=O)Nc1ccc(Br)cc1,-5.5,3.1%

# Continuation:
SMILES,RmlCD inh 1536,M. tuberculosis GlmU
Clc1ccc(C2=Nc3cc(Cl)ccc3OC2)cc1,-6.8,-7.7%
CC(=O)Nc1cc(OC(=O)c2ccco2)cc(OC(=O)c2ccco2)c1,6.3,-3.9%
COc1cc(CCCN2C(=O)C(=O)NC[C@@H]2Cc2ccc(O)cc2)cc(OC)c1OC,nt,-3.3%
O=C(COc1ccc2c(c1)CCC2)NCc1ccccc1,-13.1,-2.6%
CCCc1cc(=O)n2[nH]c(-c3ccccc3)cc2n1,-1.6,6.0%
COc1ccccc1C(=O)C1CCCN(Cc2cccc3nccnc23)C1 (stereo not given),-0.1,3.9%
CCOc1cc2[nH]c(=O)n(CCCCCC(=O)NCc3ccco3)c(=O)c2cc1OCC,-3.1,-1.0%
O=C(CSc1cccc(C(F)(F)F)c1)NC(=O)c1ccccc1,-10.0,0.8%
C/C(=N\NC(=O)c1cc(-c2cccnc2)nc2ccccc12)c1ccc(O)cc1O,3.4,3.0%
O=C(Nc1ccc(C(=O)NC2CCCCC2)cc1)c1cncc(Br)c1,-8.5,1.3%
CN(C)c1ccc([P+](=O)c2ccc(N(C)C)cc2)cc1,-10.2,-2.1%
C=C(C)c1cccc(C(C)(C)NC(=O)NCCCn2ccnc2)c1,nt,1.4%
O=C1CN(C(=O)CSc2nc3ccccc3c(=O)n2CCCN2CCOCC2)c2ccccc2N1,-10.9,-5.5%
CC1C2(C)OC(=N)C(C#N)(C(C)O2)C1(C#N)C#N (stereo not given),-6.2,0.2%
O=C(CCSc1ccccc1)N1CCN(c2ccccc2F)CC1,10.7,0.1%
CC1CN(C(=O)C(C)N2CCN(c3ccccc3Cl)CC2)CC(C)O1 (stereo not given),9.1,6.1%
C=CCSC1=C(C#N)C(c2ccccc2OC)CC(=O)N1 (stereo not given),2.9,8.8%
CCOC(=O)C1CCCN(C(=O)c2sc3nc(-c4ccccc4)cn3c2C)C1 (stereo not given),nt,7.5%
CSc1ccccc1NC(=O)CN(Cc1ccccc1)S(C)(=O)=O,nt,5.3%
Cc1ccc(CNC(=O)COC(=O)CCCOc2ccc(Cl)cc2Cl)cc1,-0.1,0.1%
COc1ccc(-c2oc3ccc(-c4cc(OC)c(OC)c(OC)c4)cc3c2-c2ccc(OC)cc2)cc1,nt,4.7%
COCCNC(=S)NCCc1ccc(Cl)cc1Cl,9.5,7.9%
Cc1cccc(N2CN(Cc3cccnc3)CNC2=S)c1,nt,1.3%
c1ccc(CSc2nncn2-c2ccccn2)cc1,-11.9,-6.8%
C/C(N)=C(/C#N)C(=O)CSc1cc(C)c2ccccc2n1,nt,1.8%
Cc1nn(C(C)C(=O)N2CCOCC2)c(C)c1[N+](=O)[O-] (stereo not given),74.4,3.5%
O=C(Nc1nc(-c2ccc3c(c2)Cc2ccccc2-3)cs1)c1ccccc1,nt,0.8%
CN(NC(=O)CN1C(=O)c2ccccc2C1=O)C1=NS(=O)(=O)c2ccccc21,61.1,-3.3%
COc1ccc(CCNC(=O)c2noc3c2CCCC3)cc1OC,-6.1,-0.7%
N#C/C(C(=O)N1CCOCC1)=C1\Nc2ccccc2S1,5.9,nt

# Single records (already shown). Values in the order: RmlCD inh 1536 | M. tuberculosis GlmU
# COc1ccc(CCNC(=O)c2noc3c2CCCC3)cc1OC reads -6.1 | -0.7%
# O=C(Nc1nc(-c2ccc3c(c2)Cc2ccccc2-3)cs1)c1ccccc1 reads nt | 0.8%

# (more compounds)
SMILES,RmlCD inh 1536,M. tuberculosis GlmU
c1ccc(Nc2nc(N3CCNCC3)nc(N3CCOCC3)n2)cc1,nt,-2.5%
O=C(NCc1ccccc1)c1cnsn1,4.7,6.7%
Oc1ccc2ccccc2c1C=Nc1ccc(N2CCOCC2)cc1,7.1,-3.9%
COc1cc2c(cc1OC)CN(c1ccc([N+](=O)[O-])cc1C#N)CC2,-6.0,-3.5%
Cc1ccc(-c2nc(C#N)c(NCCCn3ccnc3)o2)cc1,-10.7,-0.8%
COc1ccc(N2CCN(C(=O)CN(C)S(=O)(=O)c3cc(C)ccc3OC)CC2)cc1,-13.5,-3.2%

# Screens from PubChem.
